High-throughput results (PubChem)
UBC13 polyUb: inhibitors of human UBC13 polyubiquitin chain formation | TR-FRET | inhibition, % at 20 µM | 330,000 tested, 0.47% active | P61088; in the data active = inhibition above about 45%, passing the limit was not always enough
HKDC1 inh: inhibitors of human hexokinase HKDC1; Q2TB90; recombinant HKDC1, G6PDH/diaphorase resazurin coupled fluorescence; inhibition, % at 20 µM; 340,000 tested, 0.16% active; AID 493160;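 active = inhibition above about 35% when tested at 20 µM, limit read from the data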;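 also: plate controls were DMSO wells with enzyme for no effect and DMSO wells lacking enzyme for full effect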
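System: Recombinant HKDC1 hexokinase | Amount: HKDC1 at 5 µg/mL | Reagent: Glucose with 1 mM ATP | Doses: Single 20 µM dose | Incubation: Reaction time 90 min, room temperature, protected from light | Signal: Coupled resazurin fluorescence, excitation 525 nm, emission 613 nm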
Jurkat NFkB inh: inhibitors of the PMA/ionomycin-induced NF-kB reporter in Jurkat cells. PMA/ionomycin-induced NF-kB luciferase reporter, luminescence. inhibition, % at 4 µM. 330,000 tested, 0.53% active
Apaf1 inhib: inhibitors of human Apaf-1 apoptosome; 330,000 tested, 0.71% active; reconstituted apoptosome caspase-3 activity, DEVD-Rh110 fluorescence; inhibition, % at 20 µM; O14727; AID 489030; active = inhibition of at least 40% at 20 µM;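 also: plate controls were DMSO wells for no effect and DEVD-CHO caspase inhibitor wells for full effect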
Target sequence (O14727 whole entry, looked up): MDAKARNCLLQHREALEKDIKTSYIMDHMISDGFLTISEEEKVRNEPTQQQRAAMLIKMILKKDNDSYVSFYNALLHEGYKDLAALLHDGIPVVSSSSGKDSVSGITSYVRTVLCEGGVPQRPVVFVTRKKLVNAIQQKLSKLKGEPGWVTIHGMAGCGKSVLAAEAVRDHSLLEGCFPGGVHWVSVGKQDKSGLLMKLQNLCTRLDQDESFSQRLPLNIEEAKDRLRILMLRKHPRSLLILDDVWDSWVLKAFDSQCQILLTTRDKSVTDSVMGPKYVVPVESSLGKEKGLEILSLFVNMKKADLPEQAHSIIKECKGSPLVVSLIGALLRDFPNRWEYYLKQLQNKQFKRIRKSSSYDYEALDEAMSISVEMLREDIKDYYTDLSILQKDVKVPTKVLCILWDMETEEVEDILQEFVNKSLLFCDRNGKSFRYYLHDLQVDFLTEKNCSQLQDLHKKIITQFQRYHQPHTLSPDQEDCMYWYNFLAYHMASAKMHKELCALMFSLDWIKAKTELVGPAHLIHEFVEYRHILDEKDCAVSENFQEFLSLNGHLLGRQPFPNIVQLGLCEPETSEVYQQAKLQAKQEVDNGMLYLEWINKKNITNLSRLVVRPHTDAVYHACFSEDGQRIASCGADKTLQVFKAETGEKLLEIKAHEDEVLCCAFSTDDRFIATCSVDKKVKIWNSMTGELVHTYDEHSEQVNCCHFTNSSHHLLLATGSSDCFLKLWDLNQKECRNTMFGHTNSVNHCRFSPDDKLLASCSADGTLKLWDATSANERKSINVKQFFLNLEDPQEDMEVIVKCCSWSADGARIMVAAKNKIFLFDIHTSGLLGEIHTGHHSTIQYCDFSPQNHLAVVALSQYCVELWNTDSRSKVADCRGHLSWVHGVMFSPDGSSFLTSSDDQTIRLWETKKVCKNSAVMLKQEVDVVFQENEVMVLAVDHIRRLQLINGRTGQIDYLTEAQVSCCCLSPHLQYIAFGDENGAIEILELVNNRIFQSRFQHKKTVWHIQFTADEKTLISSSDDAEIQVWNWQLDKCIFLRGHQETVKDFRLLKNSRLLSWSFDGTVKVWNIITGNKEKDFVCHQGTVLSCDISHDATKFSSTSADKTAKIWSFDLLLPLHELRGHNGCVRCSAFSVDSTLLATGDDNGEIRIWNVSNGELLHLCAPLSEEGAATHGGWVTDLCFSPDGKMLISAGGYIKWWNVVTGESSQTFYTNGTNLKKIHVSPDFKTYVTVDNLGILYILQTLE
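Assay system: Apoptosome proteins | Medium: pH 7.5 Hepes buffer with CHAPS, BSA, DTT | Also added: Cytochrome c and DEVD-Rh110 substrate | Times: 30 min plus 50 min, RT | Detection: Rhodamine 110 fluorescence at Ex 480/Em 540 nm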
Gli-Sufu block: antagonists of Gli-Sufu signaling | inhibition, % at 5 µM | 340,000 tested, 0.74% active | Sufu-KO-LIGHT fibroblasts, Gli luciferase reporter luminescence;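 active = inhibition above about 55%, limit read from the data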;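 also: 0% = DMSO-treated cells and 100% = wells with medium but no cells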
SENP7 inh: SENP7 protease inhibition; recombinant SENP7, Z-RLRGG-aminoluciferin luminescence, 40 min; 330,000 tested, 1.5% active; inhibition, % at 5 µM; Q9BQF6;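 active = inhibition above about 50% at the single test dose, limit read from the data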;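 also: plate controls were DMSO with enzyme for no effect and no enzyme buffer wells for full effect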
SENP8 block: SENP8 protease inhibition; Q96LD8; purified SENP8, Z-RLRGG-aminoluciferin cleavage, luminescence; inhibition, % at 10 µM; 330,000 tested, 1.2% active
697 NFkB inh: inhibitors of the PMA/ionomycin-induced NF-kB reporter in 697 B cells; AID 435022; 330,000 tested, 0.33% active; inhibition, % at 4 µM; 697 B-cell NF-kB luciferase reporter, 16 h; in the data active = inhibition above about 35%
* = called active by the depositor; / = not tested or not shown. Rule as the data show it, unless noted: active = inhibition above about 50%; inactive = the rest.

Fields – UBC13 polyUb	HKDC1 inh	Jurkat NFkB inh	Apaf1 inhib	Gli-Sufu block	SENP7 inh	SENP8 block	697 NFkB inh
Brc1ccc(N/N=C(/N=Nc2nn[nH]n2)c2ccccc2)cc1
    -156.5	-6.7	14.6	17.0	17.3	1.5	-1.2	-50.6
CCOC(=O)c1cnc2ccc(Br)cc2c1NCCCN1CCOCC1
    13.0	1.0	12.7	5.6	18.7	0.2	12.2	5.8
CN(C)CC(C)(C)CNC(=S)Nc1cc(S(=O)(=O)N2CCOCC2)ccc1Cl
    -4.6	-3.3	-2.4	-7.2	3.6	15.0	-0.3	10.7
COc1ccccc1C1CCN(Cc2c(C)[nH]c3ccccc23)CC1
    4.4	-0.4	18.0	-2.6	9.4	-0.7	-0.2	2.2
CN(CC(=O)Nc1ccccc1Cl)C(=O)COC(=O)C1CCN(c2ccc(C(F)(F)F)cn2)CC1
    6.0	-0.6	-4.6	17.5	-5.7	1.1	-6.4	5.2
c1ccc2c(c1)[nH]c1c(N3CCN(C4CCCCC4)CC3)ncnc12
    10.6	-4.1	15.6	5.1	24.1	-2.9	-7.0	4.6
Cc1[nH]nc(N)c1N=Nc1ccc(Br)cc1
    4.9	/	-23.9	24.3	/	-15.9	-29.7	-9.4
C=CCOc1ccc(Cl)cc1CNC1CCCC1
    5.8	-14.6	5.6	-3.0	5.2	2.3	7.1	18.3
O=C(CCCCC(=O)NCCCc1ccccc1)NCCCc1ccccc1
    4.6	6.9	-3.2	5.0	2.0	14.9	-13.5	-19.9
CSc1ncccc1C(=O)NC1CC(C)(C)Cc2c1cnn2-c1ccccc1C (stereo not given)
    -6.7	-5.5	15.6	-2.1	7.3	-1.6	8.6	8.1
Cc1cnc(C(=O)OC(C)C(=O)Nc2cccc3ccccc23)cn1 (stereo not given)
    -2.9	-0.6	-35.5	5.5	35.4	0.3	1.7	-33.8
CC(C)Cc1nc(Nc2ccc(S(=O)(=O)N3CCCC3)cc2)c2nnn(Cc3ccccc3)c2n1
    11.8	-7.3	7.2	13.5	7.3	2.3	2.5	6.1
Cc1cc(NC(=S)N(CCCN2CCOCC2)Cc2ccco2)ccc1Cl
    9.5	-5.9	5.4	11.2	6.5	-0.4	-4.9	2.9
N#C/C(=C1/CCCCCN1)c1nc2ccccc2s1
    -2.9	-8.6	-8.6	9.6	-10.3	9.0	5.0	1.2
O=C(NCCCN1CCCC1=O)c1sc2ccccc2c1Cl
    9.0	0.4	-13.7	-12.4	-19.3	-3.4	-5.3	0.2
Cc1ccc(N2C(=O)c3cccc4c([N+](=O)[O-])ccc(c34)C2=O)c2cccnc12
    -12.4	-3.4	32.5	-11.5	12.3	0.6	-11.4	-45.0
Cc1ccc(OCCC(=O)OCC(=O)N2CC(=O)Nc3ccccc32)cc1
    -4.8	2.8	-6.8	4.3	-8.2	-11.6	-3.5	-12.5
CCc1nnc(NC(=O)C2CCN(c3cnccn3)CC2)s1
    4.6	9.9	3.1	0.9	4.4	3.7	4.8	2.5
C[C@@H]1CN(C(=O)c2ccc(OC3CCN(S(=O)(=O)N(C)C)CC3)cc2)C[C@H](C)O1
    -9.9	-7.1	-8.6	-4.3	-2.4	8.6	-7.9	-70.1
COC(=O)C(C)Oc1cc(OC(C)C(=O)OC)c2c(-c3ccccc3)cc(=O)oc2c1 (stereo not given)
    -0.7	0.1	-5.7	19.2	37.0	-6.6	-8.9	6.0
CCn1c2ccc(C)cc2c2nnc(SCCN3CCCCC3)nc21
    -4.0	-5.2	-22.1	6.9	26.9	-1.0	-4.5	-22.5
O=C1CC(C2CCCO2)C(=O)N1c1ccc(Cl)c(Cl)c1 (stereo not given)
    17.3	-2.6	-3.8	-20.8	11.1	3.0	3.6	10.7
CCOC(=O)CSC1=NC(=O)/C(=C\c2ccc(Cl)cc2)S1
    4.0	19.7	-24.3	6.4	-6.8	33.7	46.0	-85.6
Cc1cccc(OCCCCc2c(C)n[nH]c2C)c1
    21.8	8.1	7.8	-9.4	36.9	0.3	-2.6	-15.2
COc1ccccc1N1CCN(S(=O)(=O)c2ccc3c(c2)n(C)c(=O)n3C)CC1
    -1.0	0.7	21.5	-1.8	7.6	-5.4	-1.4	5.2
Cc1ccc(CN2C(=O)C(C)(C)Oc3ccc(C(=O)N4CCCCC4)cc32)cc1
    10.9	3.6	10.7	32.9	24.5	-2.7	-2.3	-38.7
Cc1ccc2c(c1)c1ncnc(N3CCc4ccccc4C3)c1n2C
    11.5	6.0	-15.5	25.0	10.6	1.4	-19.6	-35.8
CC(=O)OCC(=O)NCCCOc1cccc(CN2CCCCC2)c1
    5.8	2.8	-2.0	3.0	-1.0	3.8	-0.8	-3.7
O=C(COC(=O)c1cc[n+]([O-])cc1)NCc1ccccc1Cl
    -2.2	-8.3	-4.0	5.1	-2.4	-3.6	-4.9	9.4
CCOC(=O)C1C(=O)NC(N2CCN(c3ccccc3)CC2)=NC1c1ccccc1 (stereo not given)
    -3.5	7.0	7.8	-1.8	0.9	-4.0	5.1	11.4

Entries of single compounds from above. Order of values: UBC13 polyUb, HKDC1 inh, Jurkat NFkB inh, Apaf1 inhib, Gli-Sufu block, SENP7 inh, SENP8 block, 697 NFkB inh
Listed for `Cc1ccc(N2C(=O)c3cccc4c([N+](=O)[O-])ccc(c34)C2=O)c2cccnc12` → -12.4, -3.4, 32.5, -11.5, 12.3, 0.6, -11.4, -45.0
Listed for `CC(=O)OCC(=O)NCCCOc1cccc(CN2CCCCC2)c1` → 5.8, 2.8, -2.0, 3.0, -1.0, 3.8, -0.8, -3.7
Listed for `COc1ccccc1N1CCN(S(=O)(=O)c2ccc3c(c2)n(C)c(=O)n3C)CC1` → -1.0, 0.7, 21.5, -1.8, 7.6, -5.4, -1.4, 5.2
Listed for `CCc1nnc(NC(=O)C2CCN(c3cnccn3)CC2)s1` → 4.6, 9.9, 3.1, 0.9, 4.4, 3.7, 4.8, 2.5

Continued.
Fields – UBC13 polyUb	HKDC1 inh	Jurkat NFkB inh	Apaf1 inhib	Gli-Sufu block	SENP7 inh	SENP8 block	697 NFkB inh
COCCN(C(=S)Nc1cc(C)cc(C)c1)C(C)c1cccnc1 (stereo not given)
    -2.4	14.7	-18.6	9.0	2.2	7.7	-3.7	-11.5
Cc1ccc(S(=O)(=O)N(CC(=O)Nc2ccccc2C(=O)O)c2ccccc2C)cc1
    -3.7	1.5	5.6	5.3	1.8	5.6	2.0	7.2
CC(=O)c1sc2c(c1N)c(=O)[nH]c(=O)n2-c1ccccc1
    -4.6	0.1	-28.2	7.6	-13.0	0.5	8.8	-30.7
COc1ccc(/C(N)=N/OC(=O)Cc2cccs2)cc1OC
    9.8	-19.2	-19.5	-2.8	-33.5	-0.8	-9.5	-31.0
O=C(NC1CCN(Cc2ccccc2)CC1)C(NS(=O)(=O)c1cccc2nsnc12)c1ccccc1 (stereo not given)
    -3.6	-5.7	4.9	5.7	24.1	-5.9	-13.4	2.1
CC(=O)C1C(c2ccccc2OC(F)F)NC(=O)NC1(O)C(F)(F)F (stereo not given)
    4.4	-1.4	5.2	2.6	2.9	4.0	-3.3	14.8
O=c1cc(COc2ccc(Cl)c(Cl)c2)nc2sccn12
    -4.5	-2.7	-52.1	2.0	-42.3	7.2	-13.3	-45.0
O=S(=O)(N/N=C\c1ccc2c(c1)OCO2)c1ccc(F)cc1
    -4.6	-4.8	16.9	-6.1	-14.1	5.7	-2.4	16.8
Cc1ccc(NC(=O)CCc2nnc3ccc(N4CCC5(CC4)OCCO5)nn23)nc1
    -1.1	-5.0	-0.9	-4.0	-1.9	-15.2	-7.0	2.3
O=C(c1cc(=O)[nH]c2ccccc12)N1CC=C(c2ccccc2)CC1
    -9.6	-7.9	-4.5	14.7	-3.7	-0.7	3.3	-16.5
N#CCCn1cc(/C=C2\NC(=S)N(c3ccccc3)C2=O)c(-c2ccc(-c3ccccc3)cc2)n1
    -18.3	-8.4	-0.2	-6.6	31.6	0.5	5.4	7.2
O=C(COc1ccc(Br)cc1)N1CCN(c2ccccc2)CC1
    -3.9	1.1	14.6	11.0	-26.3	-2.9	-8.8	1.1
CCn1c(COC(=O)CNC(=O)c2cc(OC)c(OC)c(OC)c2)nc2cc(S(=O)(=O)N(C)C)ccc21
    -1.3	-0.6	-1.6	4.3	-6.1	17.8	-4.7	10.8
COCc1cc(C)c(C#N)c(=S)[nH]1
    -5.3	6.8	0.6	4.3	/	-0.3	1.4	10.7
COc1cccc(CN2CCN(S(=O)(=O)c3ccc(Br)cc3)CC2)c1
    2.1	-3.3	1.5	0.1	6.6	-7.9	-12.5	1.9
CCOc1ccc(C(CCc2ccccc2)NC(=O)c2ccccc2OC)cc1OCC (stereo not given)
    -2.3	10.1	-4.9	20.3	-3.3	-14.0	-10.0	3.8
O=C(N/N=C/c1cccc(C(F)(F)F)c1)C1CCN(c2ncc(C(F)(F)F)cc2Cl)CC1
    0.0	-7.3	9.7	-6.6	8.8	5.9	3.3	-9.5
C=CCN(C(=O)CCC(=O)Nc1cc(C)on1)C(C(=O)NC(C)(C)C)c1ccc(OC)cc1 (stereo not given)
    4.9	-7.5	-6.9	3.5	-14.0	0.3	-0.1	3.3
Cc1ccc(S(=O)(=O)NC(CC(=O)O)c2ccccc2)c(C)c1 (stereo not given)
    2.6	-10.1	10.6	-21.5	0.3	6.3	-1.6	6.4
CC(=O)Nc1nc(C)c(Oc2ccc(C)cc2)c(=O)[nH]1
    0.8	-1.9	5.4	-9.0	3.3	7.8	-8.1	0.5
Cc1cccc(-n2cc(-c3ccc([N+](=O)[O-])cc3)[nH]c2=S)c1
    -1.6	-5.0	-130.3	6.6	-26.8	12.9	12.4	-182.0
O=C(COC(=O)/C=C/c1cccc([N+](=O)[O-])c1)NCc1ccc2c(c1)OCO2
    8.9	-3.4	10.7	-24.4	-8.3	11.3	9.4	-8.5
C/C(=N/NC(=O)c1ccc(C)nc1)c1ccc2c(c1)CCCC2
    -34.3	-5.0	11.2	2.7	-2.8	-3.5	-5.6	-19.0
CC(=O)N[C@H](Cc1c[nH]c2ccccc12)C(=O)O
    -2.9	8.2	5.9	-4.3	0.4	3.0	2.6	18.0
COc1ccccc1OCC(=O)NNC(=O)c1ccc(F)c(S(=O)(=O)N2CCOCC2)c1
    -10.7	3.1	-8.4	3.9	-26.9	-20.2	-9.1	18.0
O=C(CN1CCCc2ccccc21)NCCc1ccc(Cl)cc1
    13.9	-1.5	-0.7	-11.1	4.4	3.9	-6.5	17.2
COc1ccc(-c2sc3ccc(OC)cc3c2-c2ccc(OCCN3CCOCC3)cc2)cc1
    /	-4.4	/	29.5	-8.7	-6.6	/	-14.3
O=C(CN1C(=O)NC2(CCCCCCC2)C1=O)Nc1c(Cl)cccc1Cl
    2.1	-5.0	-2.4	-9.0	-1.4	1.1	9.6	0.3
CC(=O)C1=C(O)C(=O)N(c2cccc(Br)c2)C1c1ccccc1Cl (stereo not given)
    -18.7	-0.6	-11.7	1.8	-24.8	-2.8	1.2	-12.0
COC(=O)Cn1cnc2c(C#N)c3n(c2c1=O)CCCCC3
    -2.4	-2.3	-10.9	-6.3	7.4	-0.2	5.1	-3.4
CCN(CC)S(=O)(=O)c1ccc(Oc2ccc(S(=O)(=O)N(CC)CC)cc2)cc1
    -10.1	-1.6	55.0*	18.5	80.2*	-3.1	-12.6	84.5*
CC(=O)c1c(C)[nH]c(C(=O)OCC(=O)Nc2cccc(S(=O)(=O)N(C)C)c2)c1C
    0.4	-2.5	17.6	13.2	23.1	-9.2	-5.0	0.8
O=c1c2c3c(sc2nc2n1CCCC2)CCCCC3
    7.3	-2.5	-24.8	9.6	20.7	8.9	3.3	-24.3

Printed as active in 697 NFkB inh, of those listed so far:
compound	UBC13 polyUb	HKDC1 inh	Jurkat NFkB inh	SENP7 inh	697 NFkB inh
CCN(CC)S(=O)(=O)c1ccc(Oc2ccc(S(=O)(=O)N(CC)CC)cc2)cc1	-10.1	-1.6	55.0*	-3.1	84.5*
